Compound activity from PubChem.
Cardiac RTF inh: cardiac RTF calcium sensitivity inhibitors, primary screen, biochemical, IANBD-TnC fluorescence, EC70 calcium; 340,000 tested, 0.12% active; inhibition, % at 7.15 µM; IANBD-labeled cardiac RTF, Ca2+ fluorescence; AID 493244, 2011;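 active = inhibition above the mean inhibition of all tested compounds plus 3 SD, cut at about 17% in these data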;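 note: assay run at fixed EC70 calcium of 1.6 mM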
SR-BI uptake up: activators of SR-BI mediated DiI-HDL uptake, primary screen, ldlA[mSR-BI] CHO cells, DiI fluorescence | activation, % at 12.5 µM | 320,000 tested, 0.096% active | 3 h; 100 = double the neutral-control signal;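 active = mean replicate activation of at least 60% and every replicate at or above 60%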;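 note: 0% = median plate neutral-control signal and 100% = twice that signal; values of inactives mirror those of a sister screen read the other way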
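Test system: SR-BI-overexpressing, LDLR-lacking CHO cells. Measured by: DiI fluorescence, bottom read. Medium: Ham's F12 with 0.5% BSA, HEPES 25 mM, pH 7.4. Timing: 3 h uptake period with compound, 37 °C.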
cardiac RTF act: cardiac RTF calcium sensitivity activators, primary screen, biochemical, IANBD-TnC fluorescence, EC20 calcium. Troponin I, cardiac muscle (Homo sapiens) + Troponin T, cardiac muscle (Homo sapiens) + …. IANBD-labeled TnC RTF fluorescence at EC20 calcium; 0% EC20 calcium, 100% full calcium. activation, % at 7.2 µM. 340,000 tested, 0.24% active. AID 493008, 2010;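 active = activation above the mean over all tested compounds plus 3 SD, cut at about 30% in these data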;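 note: rise in fluorescence read as greater calcium sensitivity of cardiac thin filaments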
Rtt109 Vps75: inhibitors of C. albicans Rtt109/Vps75 HAT, primary screen, biochemical, ThioGlo CoA-SH fluorescence, plate reader | purified Rtt109/Vps75, 4 h | inhibition, % at 34.9 µM | 330,000 tested, 0.16% active | AID 540336, 2011;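 active = inhibition of at least 50% in every replicate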
DAGLB inh: DAGLB lipase inhibitors, primary screen, biochemical, fluorescence, HTS; 340,000 tested, 0.059% active; Diacylglycerol lipase-beta (Homo sapiens), Q8NCG7; HEK293T DAGLB membrane lysate, EnzChek fluorogenic substrate; inhibition, % at 5.17 µM; in the data active = inhibition above about 34%;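 note: 0% = enzyme with vehicle and 100% = wells lacking enzyme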
PKA-R2B activ: activators of PKA-R2B holoenzyme, primary screen, biochemical, fluorescence polarization, Cy5-IP20, human; cAMP-dependent protein kinase catalytic subunit beta (Homo sapiens) + cAMP-dependent …; PKA-R2B holoenzyme dissociation; R2B truncated from residue 108, S112A mutant; 0% DMSO only, 100% 113 µM cGMP; activation, % at 11.4 µM; 340,000 tested, 0.079% active; AID 504700, 2011;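 active = activation above a cutoff set at the mean over all compounds plus 3 SD, cut at about 18% in these data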;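 note: higher means more holoenzyme dissociation and a rise in polarization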
LANA DNA inh: inhibitors of KSHV C-LANA binding to DNA, primary screen, biochemical, fluorescence polarization, FAM-LBS DNA, MBP-C-LANA, single point. Kaposi's sarcoma herpesvirus LANA C-terminal domain (residues 932-1162) DNA binding. inhibition, % at 9 µM. 340,000 tested, 0.078% active;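 active = highest replicate inhibition at or above 60% at 9 µM, even if other replicates fall short; inactive = all replicates below 60% inhibition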;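 note: 0% = neutral control wells and 100% = 4 µM acridine orange control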
CAL PDZ FP-1: untagged CAL PDZ binding inhibitors, primary screen, biochemical, fluorescence polarization, HTS. Golgi-associated PDZ and coiled-coil motif-containing protein (Homo sapiens), Q9HD26. purified CAL PDZ, TMR-peptide fluorescence polarization, 1 h. inhibition, % at 24.9 µM. 300,000 tested, 0.92% active. AID 602252, 2012;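 active = mean inhibition of at least 30% with at least half of replicates also reaching 30%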;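 note: 0% = DMSO neutral control and 100% = excess unlabeled competitor peptide PRC23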
Keap1 Nrf2 FP: Keap1-Nrf2 protein-protein interaction inhibitors, primary screen, biochemical, fluorescence polarization, single point | Keap1 Kelch-Nrf2 peptide fluorescence polarization, 1536-well | inhibition, % at 9.4 µM | 340,000 tested, 0.15% active | AID 504523, 2011; in the data active = inhibition above about 12%;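 note: human Keap1 Kelch domain with fluorescein labeled Nrf2 9mer peptide probe; 0% = neutral control wells and 100% = peptide positive control; higher means more block of Keap1 binding to Nrf2 peptide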
CAL PDZ FP-2: CAL PDZ peptide-binding inhibitors, primary screen, biochemical, fluorescence polarization, Cer-tagged CAL PDZ, HTS; Golgi-associated PDZ and coiled-coil motif-containing protein (Homo sapiens), Q9HD26; purified CAL PDZ, TMR-peptide fluorescence polarization, 1 h; inhibition, % at 20 µM; 330,000 tested, 0.02% active; AID 504414, 2011;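 active = highest replicate inhibition of at least 40%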;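 note: plate controls were DMSO neutral control wells for no effect and unlabeled competitor peptide control wells for full effect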
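Read-out basis: mP drop reported as inhibition | Assay system: Tagged CAL PDZ protein CerCALP, purified | Benchmarks: Unlabelled peptide for full inhibition, DMSO wells as neutral | Schedule: 1 h incubation at room temperature before polarization reading | Buffer or medium: Sodium phosphate/NaCl buffer pH 7.4 with TCEP, IgG, Thesit | Doses: Single point, 20 µM | Measured by: Fluorescence polarization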
Starred values were filed as active, the others as inactive; · = no result given; & = joins results of further samples. Rows are unselected; 1.6% or so of the library scored in one or more.

Values run as follows: Cardiac RTF inh, SR-BI uptake up, cardiac RTF act, Rtt109 Vps75, DAGLB inh, PKA-R2B activ, LANA DNA inh, CAL PDZ FP-1, Keap1 Nrf2 FP, CAL PDZ FP-2
CCc1nc2ccccc2c(C(=O)OCC(=O)Nc2cccc(S(=O)(=O)NC3=NCCCCC3)c2)c1C
  0, -37, 2, 1, -2, -15, 1.3, 4, 2, -18
C#CCOCCOCCOCCNc1nc(N2CCN(C(=O)[C@H](CCCN=C(N)N)n3cc(C(N)[C@@H](C)CC)nn3)CC2)nc(N2CCN(C(=O)[C@H](CC(N)=O)n3cc([C@@H](N)C(C)C)nn3)CC2)n1 (stereo not given in full)
  -19, 10, -3, 29, -2, -3, 0.4, 2, -3, -0.6
c1ccc(-c2ccc(-c3cn4c(n3)CCC4)cc2)cc1
  -1, -9, -2, -2, 3, 4, 0.5, 3, 0, -1.7
CCOC(=O)CCCNC(=O)CN1C(=O)NC(c2ccccc2)(c2ccccc2)C1=O
  1, 3, -1, -3, 1, -12, -0.2, -6, 2, -1.9
CCC1C(=O)N=C(SCC(=O)Nc2ccc(Br)cn2)NC1=O (stereo not given)
  -3, 41, 0, -16, -5, -3, -0.3, ·, -5, -4.0
Cc1ccc(-c2csc3ncnc(-n4cnc5ccccc54)c23)cc1
  -4, 0, 11, 4, -1, -4, 0.0, 1, -2, -1.6
c1ccc(Cn2cc(-c3cccnc3)cn2)cc1
  1, -2, -4, -11, -3, -11, 1.3, -2, 1, -1.9
CC(CCc1ccccc1)NC(=O)CCNC(=O)Cn1ccc2ccccc2c1=O (stereo not given)
  -10, ·, 6, 1, 2, -20, 0.1, -1, 0, -3.6
CN(CC(=O)O/N=C(\N)c1ccccn1)S(=O)(=O)c1ccc(Br)cc1
  5, -17, 5, -8, 3, -3, -1.1, 15, 2, -0.7
COc1ccc(NC(=O)c2cc(-c3ccc(C)cc3)on2)cc1OC
  -3, -12, 2, ·, -4, -16, -0.6, -2, -6, -0.1
COc1ccc(S(=O)(=O)N2CCCCCC2)cc1C(=O)N(C)Cc1cccs1
  -8, 17, -1, -14, 0, 0, 0.7, -2, 3, -3.4
CC[N+](CC)(CCCCS(=O)(=O)[O-])CCNP1(=O)C=C(c2ccccc2)OC(c2ccccc2)=C1
  -16, -7, 3, 5, 2, -1, 0.0, -1, -2, 0.5
Cc1nc([N+](=O)[O-])c(C(=O)OCc2ccccc2)n1C
  -8, ·, 3, -6, 0, -4, -1.7, 3, 0, -0.5
Cn1cccc1C(=O)OCc1nc2ccccc2c(=O)[nH]1
  6, 21, -4, -4, 3, 0, -0.8, -6, -5, -0.4
COc1ccc(OC)c(NC(=O)c2ccc(CN3CCOCC3)cc2)c1
  -7, -41, 3, -13, -2, -2, -0.1, -2, -1, -0.6
C(=C\c1ccccc1)/C=N/N1CCN(Cc2ccccc2)CC1
  -4, -17, 1, 5, -9, -5, 0.2, 1, -5, ·
Cc1ccc(/C=N/n2c(COc3ccccc3)n[nH]c2=S)o1
  -3, 6, -6, 19, -2, 7, 0.2, -4, 2, -1.9
COC(=O)Cc1csc(Nc2c(C)n(C)n(-c3ccccc3)c2=O)n1
  -10, 22, -1, -7, -2, 4, -1.4, ·, 6, -0.5
O=C(O)CC1C(=O)NCCN1C/C=C/c1ccccc1 (stereo not given)
  -5, 1, 6, 6, 2, -2, 0.6, -16, -4, -4.1
COC(=O)CC1c2ccccc2S(=O)(=O)N1Cc1ccccc1 (stereo not given)
  -20, 28, -1, -7, 1, -4, 2.3, -5, 2, 0.0
COc1cc(SC)ccc1C(=O)OCC(=O)N1CC(=O)Nc2ccccc21
  11, -51, -1, 8, 2, -3, 0.5, ·, 2, -0.2
COc1ccc(C)cc1S(=O)(=O)N1CCCC(C(=O)N2CCOCC2)C1 (stereo not given)
  1, 16, 0, 1, 0, -1, -0.5, -5, -2, -1.2
FC(F)(F)c1cccc(-c2nnc3ccc(C(F)(F)F)cn23)c1
  -4, 8, -2, 3, 1, 9, 0.3, -2, -1, 0.0
COc1ccc(C)cc1S(=O)(=O)N(CC(=O)NCc1ccco1)c1ccc(C)cc1
  4, -6, -5, 19, 1, 0, -1.3, -1, -3, -0.5
COc1ccc(N2CCN(C(=O)CCC(=O)c3cc(C)sc3C)CC2)cc1
  -20, -21, 5, -1, -1, -7, -1.7, ·, -6, -0.2
COc1ccc(OC)c(CCNC(=O)CCCc2nnc3n(C)c(=O)c4sccc4n23)c1
  -2, 18, 0, -8, 0, 4, -0.1, 4, -3, -2.6
O=S(=O)(c1ccccc1Cl)N1CCCC1c1nc(-c2ccc(Cl)cc2)no1 (stereo not given)
  -1, -10, -7, -7, -16, -1, -2.5, 7, 1, -1.1
O=C(CSc1nc2nn(-c3ccccc3)c(=O)c-2c2n1CCCCC2)Nc1ccc(OC(F)F)cc1
  -4, -8, 0, -7, 5, -3, -0.2, 127*, 4, 4.7
CCCCNC(=O)c1sc2nc(C)cc(COC)c2c1-n1cccc1
  -5, 0, -2, 14, -7, 11, -1.0, -7, -1, -1.0
COc1ccc(C(C)=O)cc1COC(=O)c1ccc2c(c1)OCCO2
  5, -24, -3, -2, -6, -7, -0.5, -5, -1, -0.2

Carrying on:
Values run as follows: Cardiac RTF inh, SR-BI uptake up, cardiac RTF act, Rtt109 Vps75, DAGLB inh, PKA-R2B activ, LANA DNA inh, CAL PDZ FP-1, Keap1 Nrf2 FP, CAL PDZ FP-2
O=C(CCN1C(=O)/C(=C/c2ccccc2Cl)SC1=S)N1CCCC1
  -8, -6, -2, -2, -5, -3, -1.2, ·, -2, -1.8
O=C(CCS(=O)(=O)c1ccccc1)Nc1cccc2c1C(=O)NC2=O
  -7, 23, 6, 5, -1, 2, 1.2, -1, 0, -0.7
CCOC(=O)c1c(C)n(OC)c2ccc3c(no[n+]3[O-])c12
  0, -14, -1, ·, -2, -8, 1.3, -2, -6, -3.2
CCN1CCN(CC(=O)c2c[nH]c3ccccc23)CC1
  -25, -6, -5, 1, -2, -6, -0.6, 0, 0, -2.8
CC(C)CN(CC(C)C)C(=O)CN1c2cccc3cccc(c23)S1(=O)=O
  -2, 11, 0, 2, -5, -3, -0.7, 10, -2, -0.7
CC(=O)Oc1ccccc1C1=NN(C(=O)/C=C/c2ccccc2)C(c2ccccc2)C1 (stereo not given)
  8, -32, 4, 4, -1, -3, 0.5, -2, -3, -1.5
CCCC(=O)Nc1cc(-c2cn3cccnc3n2)ccc1OC
  5, 14, -1, -1, -4, -4, -1.7, 0, -6, -0.5
CN(Cc1ccccc1)C(=O)c1nc[nH]c1C(=O)N1CCN(c2ccccc2)CC1
  4, 27, 1, -2, -1, -5, 0.4, -5, 2, -1.4
CC1CN(C(=O)C(C)N2C(=O)c3ccccc3C2=O)CC(C)O1 (stereo not given)
  2, 18, -8, 9, -1, -12, -0.7, -1, -3, ·
O=C(CNc1cc(S(=O)(=O)N2CCCC2)ccc1OCC(F)(F)F)Nc1ccc(SC(F)F)cc1
  -8, -14, -13, 1, -1, -3, -1.1, -1, -4, -2.0
COc1ccc(-c2cn(-c3ccc(SC(F)F)cc3)c3[n+]2CCC3)cc1OC
  -3, 27, -2, 7, 2, -3, -0.7, -5, -3, 0.0
CCCCN1C(=S)NC[C@@H]1Cc1ccc(O)cc1
  -19, 22, -4, 0, -1, -10, 0.0, -2, -2, -0.3
O=C1NCC(=O)N(Cc2ccccc2)/C1=C/c1ccccc1
  -3, 10, -1, -1, -1, -6, -1.0, 3, 2, 0.4
COc1ccc(OC)c(C2NC(=O)CCC2[N+](=O)[O-])c1 (stereo not given)
  -6, 23, 1, 6, 2, -2, 1.3, -2, -1, -0.6
CN(CC(=O)NCc1ccccn1)S(=O)(=O)c1ccccc1
  1, -3, -2, ·, -2, -6, -0.4, 0, -6, -2.0
Cc1ccc(-c2c(C(=O)N/N=C/c3ccc(C)o3)nnn2-c2nonc2N)cc1
  -2, -18, -6, 12, 1, -2, -2.9, -2, -1, -2.3
CC12CCC(C(N)=O)(c3nc4ccccc4nc31)C2(C)C (stereo not given)
  0, 8, -2, -6, -1, 0, -0.3, -5, 0, 0.1
COC(=O)CNC(=O)c1c(C)cc(=O)oc1C
  -13, 34, 7, ·, -1, -5, 1.3, -1, -1, -2.2
CC1CCN(C(=O)c2[nH]cnc2C(=O)N[C@@H](C)C(=O)OCc2ccccc2)CC1
  14, 4, -3, 4, -3, -19, -2.2, -2, -2, -0.3
Nc1nncn1C(=O)CCc1ccccc1
  -3, 41, -1, -9, 0, 3, -0.2, -3, -7, -0.1
COc1ccccc1N1CCN(C(=O)C2CCCN(S(=O)(=O)c3ccc(C)cc3)C2)CC1 (stereo not given)
  1, -12, -2, 3, 0, -7, 0.9, ·, 1, 0.6
Cc1c(N=C/C=C2/N(C)c3ccccc3C2(C)C)c(=O)n(-c2ccccc2)n1C
  4&-8, 8&-14, -3&13, 25&3, -2&0, 2&4, -2.2&-1.4, -3, -1&-11, -0.2&-1.7
CCOc1cc(C(=O)OCC(=O)Nc2cccc(S(=O)(=O)NC3=NCCCCC3)c2)cc(OCC)c1OCC
  -3, -15, 2, 20, -1, 1, 0.6, -7, -2, -1.3
Cc1cccc(N2CCN(C(=O)/C=C/c3ccco3)CC2)c1C
  0, -16, -1, 29, -2, 4, 1.3, -2, -4, -3.1
CC1CN(C(=O)CCC(=O)NCc2ccccc2Cl)c2ccccc2S1 (stereo not given)
  2, -21, 1, -10, -6, -8, -6.0, 10, -2, -1.0
CC(C)C[C@H](NC(=O)[C@@H]1O[C@H]1C(=O)O)C(=O)NCCCCN=C(N)N
  4, 11, 5, 2, 1, -7, 2.3, -5, -1, 0.4
O=C(c1cccc([N+](=O)[O-])c1)N1CCN(c2ncccn2)CC1
  -3, 12, -7, 14, -2, -12, -1.5, -3, -1, -1.4
Cc1cccc(NC(=O)C(C)N2C(=O)c3ccccc3S2(=O)=O)n1 (stereo not given)
  13, -4, -1, -7, -3, -3, -1.6, 4, 3, -1.1
CCN1CCN(c2ccc(NC(=O)c3cc(OC)c(OC)c(OC)c3)cc2)CC1
  -6, 26, 8, -8, 3, 0, -0.1, -4, 0, -0.4
